Bioassay records (PubChem BioAssay)
TGFb SMAD3 inh: blocks TGF-b signaling. HepG2 CAGA-GFP TGF-b/SMAD3 reporter, GFP fluorescence, 18 h; TGF-beta stimulated, 500 pg/mL final. Potency, µM (doses to about 46.1 µM), inactives show at the highest dose activity, negative = inhibition, most hits filed as inhibitors. 410,000 tested, 1.2% active. AID 588855; further: potency means the concentration at half of the fitted maximal effect; on the % scale 0 is the no-effect control and ±100 the full control effect; nearly all actives have a fitted effect of over 65% in size
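GFP signal (ex488/em500-530) from TGF-beta-stimulated HEPG2 CAGA-GFP cells, 500 pg/mL final, 18 h at 37 degrees C in DMEM plus 1% FBS, normalized to unstimulated and DMSO-stimulated controls.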
ATXN2 expr inh: ATXN2 expression inhibition | HEK-293 ATXN2-luciferase reporter, luminescence, 24 h | Potency, µM (top dose mostly 57 µM), for inactives: top-dose activity change, negative = inhibition, most hits filed as inhibitors | 360,000 tested, 0.72% active | AID 1745845; further: potency means the concentration at half of the fitted maximal effect; on the % scale 0 is the no-effect control and ±100 the full control effect; nearly all actives have a fitted effect of over 55% in size
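ATXN2-luciferase reporter cells (luciferase flanked by upstream and downstream ATXN2 gene portions) were treated 24 h at 37 °C with compounds at up to 57 uM. SteadyGlo luminescence gave expression; GF-AFC fluorescence gave viability.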
ATXN viability: viability counter-screen for ATXN expression inhibitors; AID 651635; Potency, µM (titrated, usually from 56.7 µM), most hits filed as cytotoxic; 400,000 tested, 0.49% active; S2 cells (HEK-293 line with an ATXN2-luciferase reporter) viability, CellTiter-Fluor protease fluorescence, 24 h; further: potency means the concentration at half of the fitted maximal effect; nearly all actives have a fitted effect of over 40% in size
Nrf2 activator: Nrf2 pathway activation; AREc32 ARE-luciferase reporter (MCF7-derived line), luminescence, 24 h; Potency, µM (doses to about 46.1 µM), for inactives: top-dose activation, hits mostly activators; 410,000 tested, 0.31% active; AID 624171; further: potency means the concentration at half of the fitted maximal effect; % of control where 0% means no effect; nearly all actives have a fitted effect of over 65% in size
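AREc32 cells carrying an ARE-driven firefly luciferase, 1000 cells/well in OPTI-MEM with 5% FBS, dosed after overnight attachment and incubated 24 hr at 37 deg C. Steady-Glo luminescence read after 30 min at RT.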
A549 viability: counter-screen for Nrf2 inhibitors: cytotoxicity in A549 cells | A549 ARE-Fluc cells, CellTiter-Fluor viability, 18-24 h | Potency, µM (series often up to 46 µM), for inactives: top-dose activity change, negative = cytotoxicity, usual class: inhibitors | 390,000 tested, 0.16% active | AID 504648; further: potency means the concentration at half of the fitted maximal effect; on the % scale 0 is the no-effect control and ±100 the full control effect
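Cytotoxicity counterscreen: CellTiter-Fluor fluorescence was measured in A549 ARE_Fluc cells after 18-24 h of compound exposure in a concentration series. The subsequent BugLite luminescent read reports ARE-luciferase activity.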
HepG2 viability: counter-screen for TGF-b inhibitors: cytotoxicity in HepG2 cells; HepG2 CAGA-GFP viability, ATP luminescence, 18 h; Potency, µM (titrated, usually from 46.1 µM), without a hit: at the highest dose activity change, negative = cytotoxicity, most hits filed as cytotoxic; 410,000 tested, 0.76% active; AID 588856; further: potency means the concentration at half of the fitted maximal effect; some results filed as inactive show a strong effect at the top dose
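HepG2 CAGA-GFP cells (1000/well, DMEM with 1% FBS) received compound, then TGF-beta at 500 pg/mL final, and were incubated 18 hours at 37 degrees C. Viability was read by CellTiter-Glo luminescence. Media-only wells were set as complete cell-killing and DMSO as no toxicity.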
MCF10A rerep: inducers of DNA re-replication in MCF 10A breast cells; 350,000 tested, 2.9% active; Potency, µM (titrated, usually from 46.1 µM), without a hit: at the highest dose activity, positive = re-replication, most hits filed as activators; MCF 10A DNA re-replication, Hoechst nuclear intensity, 48 h; further: potency means the concentration at half of the fitted maximal effect; % of control where 0% means no effect; nearly all actives have a fitted effect of over 50% in size
Nrf2 inh: Nrf2 pathway inhibition. Potency, µM (top dose mostly 46 µM), for inactives: top-dose activity change, negative = inhibition, hits mostly inhibitors. 360,000 tested, 2.1% active. AID 504444. A549 ARE-Fluc reporter, luciferase luminescence, 18-24 h; further: potency means the concentration at half of the fitted maximal effect; on the % scale 0 is the no-effect control and ±100 the full control effect; nearly all actives have a fitted effect of over 60% in size
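A549 ARE_Fluc cells, 5000/well, 5% FBS OPTI-MEM; compounds in dose-response, 18-24 h at 37 °C/5% CO2; CellTiter-Fluor viability read (Ex 405/Em 525), then BugLite luciferase luminescence = Nrf2 activity.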
IL1B secr inh: blocks inflammasome-driven IL-1 beta release; THP-1 LPS/ATP IL-1B secretion, AlphaLISA, 16 h; active compounds read low; activity change, % at 57.5 µM; 360,000 tested, 4.7% active; AID 743279; in the data active means activity change below about -50%; inconclusive means mostly about -30% to -49%; further: on the % scale 0 is the no-effect control and ±100 the full control effect
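Secreted IL-1B measured by AlphaLISA bead assay after 16 h compound exposure of THP-1 cells; compounds (final up to 57.5 uM) added 1 h before LPS (250 ng/mL) and ATP (1.25 mM) stimulation; lower signal means less secretion.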
The depositor's hits bear a star; i = inactive; ? = inconclusive; / = not tested or not shown; [ ] = another dose, or the depositor's remark. Unless noted, the call rests on the fitted dose curve; in most records, active means well fitted curve in the direction sought with a large enough effect; inconclusive means small, poorly fitted or top-dose-only effect, or another doubt; inactive means no such curve, though single readings can be large; an effect the other way counts as inactive or inconclusive.

SMILES	TGFb SMAD3 inh	ATXN2 expr inh	ATXN viability	Nrf2 activator	A549 viability	HepG2 viability	MCF10A rerep	Nrf2 inh	IL1B secr inh
CCOC(=O)c1c(C)nc2sc3c(=O)n(-c4ccc(OC)cc4)nnc3c2c1-c1ccc(OC)cc1	0%	-20%	i	0.0%	-4%	3%	-30%	-22%	10
COc1ccc(-c2cc(-c3ccccc3)nc3c2COc2ccc(F)cc2-3)cc1	8%	-4%	i	-0.1%	12%	-14%	/	3%	/
O=C(NNC(=S)NC(=O)c1cn(-c2ccccc2)nc1-c1ccccc1)c1ccncc1	7%	?	i	1.9%	-10%	-2%	15%	?	130
N#CCCN(C(=O)COC(=O)CCC(=O)c1cccs1)c1ccccc1	0%	2%	i	0.3%	0%	3%	-4%	8%	23
CC1C(=O)N(Cc2cn(Cc3ccco3)nn2)CCS(=O)(=O)N1Cc1ccc(-c2cccc(N(C)C)c2)cc1 (stereo not given)	-2%	-15%	?	0.9%	/	-30%	/	/	-18
CCC(=O)N1CCCc2cc(S(=O)(=O)CCC(=O)Nc3ccccc3C)ccc21	-5%	3%	i	-0.7%	5%	1%	3%	2%	20
Cc1ccc(NS(=O)(=O)c2ccc3nc(-c4ccccc4)[nH]c3c2)c(Br)c1	3%	-26%	?	0.2%	-6%	-19%	/	5%	/
CCOC(=O)c1ccc(S(=O)(=O)N2CCC(C(=O)Nc3nnc(C)o3)CC2)cc1	5%	2%	i	-0.4%	-1%	3%	2%	-5%	2
CCN1C(=O)CC(C(=O)NCCc2ccc(S(N)(=O)=O)cc2)SC1=Nc1ccc(OC)cc1 (stereo not given)	4%	-10%	i	2.4%	-4%	-5%	-7%	-4%	79
CCOC(=O)N1CCN([N+]([O-])=NOc2cc(O/N=[N+](\[O-])N(CC)CC)c([N+](=O)[O-])cc2[N+](=O)[O-])CC1	-24%	/	/	/	-22%	1%	/	13%	/
OCCCc1cn(-c2ccccc2)c2ccccc12	-11%	/	i	2.5%	6%	3%	-13%	?	0
O=S(=O)(NCc1cccc(Br)c1)c1ccc(-c2cc(C(F)(F)F)on2)s1	?	/	/	0.6%	0%	-31%	/	?	/
CC(=O)Nc1ccc(OCC(O)CN2CCN(c3ccccc3Cl)CC2)cc1 (stereo not given)	29%	-5%	i	2.3%	0%	1%	9%	?	-5
COc1ccc(/C=N/N=C2/NC(=O)CC(C(=O)O)S2)cc1 (stereo not given)	-6%	-12%	i	-0.5%	5%	-26%	-4%	-4%	13
CC1(C)C(=O)OC(c2c3ccccc3cc3ccccc23)C(C)(C)C1=O (stereo not given)	12%	1%	i	0.1%	-7%	25%	?	?	-6
Cc1cccc(CN2C[C@]34C=C[C@@H](C[C@@H]3S2(=O)=O)O4)c1	-3%	8%	i	-0.2%	2%	-2%	-3%	1%	-7
COc1ccc(Cc2nc(-c3ccc(Cl)cc3)no2)cc1	-11%	37%	i	3.3%	-13%	-23%	5%	8%	26
FC(F)(F)c1cccc(N2CCN(c3ncnc4c3nc3n4CCCC3)CC2)c1	?	/	/	-2.8%	0%	-15%	/	1.6µM*	/
CCOC(=O)CCNC(=O)Nc1ccc2nc(C)n(Cc3ccc(Cl)cc3)c(=O)c2c1	-18%	-6%	i	0.1%	-2%	-19%	-1%	0%	-7
COc1ccccc1CN1C[C@@H]2C[C@@H](c3ccc(C)c(C)c3)N3CCC[C@@]23C1=O	-25%	-33%	i	-0.5%	-7%	-20%	-8%	9%	-17
CCCCn1c(N)c(N(CCOC)C(=O)c2ccc(S(=O)(=O)N(CC)c3ccccc3)cc2)c(=O)[nH]c1=O	?	8%	i	-0.4%	4%	-1%	-1%	-11%	8
CCCCOc1ccc(C(=O)NCC(=O)NNC(=O)C2COc3ccccc3O2)cc1 (stereo not given)	-10%	3%	?	-0.9%	-1%	0%	3%	12%	4
CNc1ccc(-c2ccccc2OC)cn1	-7%	6%	i	0.0%	/	-1%	/	/	-7
Cc1cc(C)cc(Cn2c3ccc(NC(=S)NCc4ccccc4F)cc3c(=O)n2C)c1	?	-23%	?	0.5%	/	-20%	/	/	?
COc1ccc(C(=O)N2CCC(C)(C(=O)NS(=O)(=O)C3CC3)C2)cc1F (stereo not given)	?	11%	i	0.3%	/	6%	/	/	19

Just HepG2 viability (six entries from above):
structure | HepG2 viability
Cc1ccc(NS(=O)(=O)c2ccc3nc(-c4ccccc4)[nH]c3c2)c(Br)c1 | -19%
Cc1cccc(CN2C[C@]34C=C[C@@H](C[C@@H]3S2(=O)=O)O4)c1 | -2%
COc1ccc(Cc2nc(-c3ccc(Cl)cc3)no2)cc1 | -23%
CCOC(=O)c1ccc(S(=O)(=O)N2CCC(C(=O)Nc3nnc(C)o3)CC2)cc1 | 3%
O=C(NNC(=S)NC(=O)c1cn(-c2ccccc2)nc1-c1ccccc1)c1ccncc1 | -2%
CCOC(=O)c1c(C)nc2sc3c(=O)n(-c4ccc(OC)cc4)nnc3c2c1-c1ccc(OC)cc1 | 3%

(continued)
SMILES	TGFb SMAD3 inh	ATXN2 expr inh	ATXN viability	Nrf2 activator	A549 viability	HepG2 viability	MCF10A rerep	Nrf2 inh	IL1B secr inh
COc1cc(C(=O)O)cc(Br)c1OC1CCCC1	-4%	-13%	i	-1.1%	13%	-3%	-3%	-11%	-9
CCOP(=O)(OCC)c1nc(-c2ccc(Cl)cc2Cl)oc1N1CCOCC1	-26%	/	i	6.8%	0%	-17%	-3%	?	-20
Cc1ccc(N=C(NO)c2nonc2N)cc1	25%	30%[activator]	i	-0.3%	-5%	-5%	-3%	17%	-16
O=C(NCCNC(=O)c1ccccn1)c1ccc(Cl)cc1	10%	-11%	i	0.3%	5%	8%	-3%	12%	1
O=C(NCc1ccc2c(c1)OCO2)c1cccc(S(=O)(=O)N2CCCCC2)c1	2%	-7%	i	-0.3%	-9%	4%	17%	15µM*	-3
Cc1cccc(NC(=O)c2ccc(Cn3nc(N4CCN(c5ccccc5)CC4)ccc3=O)o2)c1C	?	?	?	-0.3%	?	-13%	/	21µM*	/
Cc1ccccc1S(=O)(=O)NCc1ccc(N2CCN(C)CC2)cc1	12%	12%	i	2.8%	-2%	5%	28%	?	16
Cc1ccc(CN2CCCC2(C)C(=O)NC(C)C)cc1 (stereo not given)	25%	3%	i	-0.2%[9.22 µM]	/	-1%	/	/	30
COc1cc2c(c(OC)c1OC)C(=O)CO2	0%	-6%	i	-0.5%	2%	45%	1%	-2%	23
O=C(CCCN1C(=O)/C(=C/c2ccccc2)SC1=S)N1CCOCC1	-10%	1%	i	?	-1%	-22%	11%	?	-96*
COCc1cccc(-c2csc(C(NC(C)=O)c3cccc(F)c3)n2)c1 (stereo not given)	35%[activator]	16%	i	0.1%	/	-1%	/	/	-16
Cn1cccc1/C=C1\SC(=S)N(Nc2ccccc2)C1=O	?	/	?	4.2%	-11%	-15%	-6%	17%	0
CCCNC(=O)CCC(=O)N1Cc2cccc(OC)c2Oc2ncccc21	-7%	8%	i	-0.7%	1%	1%	/	?	/
C#CCN(C[C@@H]1[C@@H](OC(=O)NCc2ccccc2F)[C@@H](OC(=O)NCc2ccccc2F)Cn2c(=O)ccc(=O)n21)S(=O)(=O)c1ccc(C)cc1	11µM*	4µM*	4µM*	-5.9%	/	13µM*	/	/	-111*
COc1cc(C(=O)N2CCN(c3cccc(C)c3C)CC2)cc(OC)c1OC	?	?	?	-1.4%	-21%	-16%	10µM*	?	106
O=C(Nc1ccnn1C1CCN(Cc2ccccc2)CC1)C1CCCC1	?	6%	i	0.4%	0%	-3%	7%	1%	-1
COc1cc(Cl)c(NC2=CC(=O)C(=O)c3ccccc32)c(OC)c1	5µM*	?	25µM*	-0.8%	?	3.5µM*	3.3µM*	?	?
Cc1ccc(CC(=O)Nc2ccc([N+](=O)[O-])cc2C)cc1	-14%	-13%	?	-0.3%	-3%	0%	19%	-9%	-57*
CN(C(=O)c1ccc2c(c1)OCO2)C1(C(=O)NC2CCCCC2)CCCCC1	0%	-4%	?	0.3%	-17%	-12%	0%	-5%	1
CC(C)c1ccc(NC(=O)COC(=O)/C=C/c2cccc([N+](=O)[O-])c2)cc1	-25%	2%	i	2.6%	0%	-22%	?	1%	6
Cc1cccc(C(=O)NC2CCN(S(=O)(=O)c3ccccc3F)CC2)c1	-12%	-20%	i	-0.6%	-1%	1%	7%	-10%	8
Cc1nc(N2CCN(Cc3ccc(Cl)cc3)CC2)c2oc3ccccc3c2n1	-14%	?	i	3.7%	1%	-9%	?	?	-63*
Cn1nc(C(=O)NNC(=O)c2ccc(Cl)cc2)ccc1=O	0%	1%	i	2.9%	-2%	0%	6%	-4%	7

Entries shown so far with a nitro group on carbon, in the order listed:
SMILES	TGFb SMAD3 inh	ATXN2 expr inh	ATXN viability	Nrf2 activator	A549 viability	HepG2 viability	MCF10A rerep	Nrf2 inh	IL1B secr inh
CCOC(=O)N1CCN([N+]([O-])=NOc2cc(O/N=[N+](\[O-])N(CC)CC)c([N+](=O)[O-])cc2[N+](=O)[O-])CC1	-24%	/	/	/	-22%	1%	/	13%	/
Cc1ccc(CC(=O)Nc2ccc([N+](=O)[O-])cc2C)cc1	-14%	-13%	?	-0.3%	-3%	0%	19%	-9%	-57*
CC(C)c1ccc(NC(=O)COC(=O)/C=C/c2cccc([N+](=O)[O-])c2)cc1	-25%	2%	i	2.6%	0%	-22%	?	1%	6
